PLCg1 inh = PLC-gamma1 (human) inhibition, primary screen; P19174; purified PLC-gamma1, fluorogenic substrate, fluorescence; inhibition, % at 12.2 µM; 0.84% of 370,000 active; AID 720700; in the data active = inhibition above about 9.5%
ADAM10 inh = inhibits human ADAM10 | AID 720582 | inhibition, % at 7 µM | O14672 | 0.62% of 370,000 active | recombinant ADAM10, EDANS/DABCYL FRET peptide cleavage, 3 h;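 active = inhibition above a per-campaign cutoff equal to the mean of compounds falling between control-based bounds plus 3 SD, cut at about 20% in these data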;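 note: 0% = DMSO wells while the 100% control is not disclosed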
DAX1 inh-1 = inhibits human nuclear receptor DAX1. P51843. 0.99% of 340,000 active. AID 504766. inhibition, % at 6.75 µM. HEK293 Gal4-DAX1 luciferase reporter, luminescence;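 active = inhibition above the mean over all tested compounds plus 3 SD, cut at about 4.2% in these data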;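 note: 0% = DAX1-transfected cells with DMSO and 100% = empty-vector control cells with DMSO; inhibition shows as a rise in luminescence from relieved DAX1 repression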
Target sequence (P51843 207-470 limits assumed): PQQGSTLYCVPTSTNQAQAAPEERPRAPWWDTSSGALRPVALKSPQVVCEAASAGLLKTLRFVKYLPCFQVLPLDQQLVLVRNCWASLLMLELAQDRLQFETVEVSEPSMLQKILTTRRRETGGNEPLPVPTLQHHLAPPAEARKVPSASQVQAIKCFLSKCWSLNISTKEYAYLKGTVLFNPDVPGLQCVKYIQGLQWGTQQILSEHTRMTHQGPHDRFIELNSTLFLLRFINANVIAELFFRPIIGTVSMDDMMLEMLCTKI
ssDAF12 agonist = activates DAF-12 receptor from parasite S. stercoralis | HEK293 ssDAF-12/GRIP1 lit1-tk-luc reporter, luminescence; % of 3 µM dafachronic acid response | activation, % at 6.8 µM | 1% of 370,000 active | AID 652126;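 active = activation above the mean over all tested compounds plus 3 SD, cut at about 0.9% in these data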;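 note: 0% = DMSO-only wells and 100% = 3 µM delta7-dafachronic acid wells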
sPLA2-III inh = Blocks human group III sPLA2 activity; Q9NZ20; 0.56% of 370,000 active; inhibition, % at 12.2 µM; QFRET BODIPY PC-A2 liposome hydrolysis, fluorescence;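 active = inhibition above mean plus 3 SD of compounds lying within the high and low control bounds, cut at about 19% in these data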;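 note: 0% = median of test compound wells and 100% = no enzyme DMSO wells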
hcDAF12 agonist = activates DAF-12 receptor from parasite H. contortus; 1.4% of 370,000 active; activation, % at 6.8 µM; HEK293 hcDAF-12 lit1-tk-luc reporter, luminescence; 0% DMSO, 100% Δ7-dafachronic acid;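 active = activation above the mean of all tested compounds plus 3 SD, cut at about 5.5% in these data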;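 note: 100% = response to 3 µM Δ7-dafachronic acid high control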
ADAM17 inh = inhibits human ADAM17 | recombinant ADAM17, EDANS/DABCYL FRET peptide cleavage | inhibition, % at 6.95 µM | 0.83% of 370,000 active | AID 720648 | P78536;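 active = inhibition above the mean of compounds lying between control limits plus 3 SD, set per campaign, cut at about 8.5% in these data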;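 note: 0% = DMSO-only wells as the low control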
Target sequence (P78536 215-824 limits assumed): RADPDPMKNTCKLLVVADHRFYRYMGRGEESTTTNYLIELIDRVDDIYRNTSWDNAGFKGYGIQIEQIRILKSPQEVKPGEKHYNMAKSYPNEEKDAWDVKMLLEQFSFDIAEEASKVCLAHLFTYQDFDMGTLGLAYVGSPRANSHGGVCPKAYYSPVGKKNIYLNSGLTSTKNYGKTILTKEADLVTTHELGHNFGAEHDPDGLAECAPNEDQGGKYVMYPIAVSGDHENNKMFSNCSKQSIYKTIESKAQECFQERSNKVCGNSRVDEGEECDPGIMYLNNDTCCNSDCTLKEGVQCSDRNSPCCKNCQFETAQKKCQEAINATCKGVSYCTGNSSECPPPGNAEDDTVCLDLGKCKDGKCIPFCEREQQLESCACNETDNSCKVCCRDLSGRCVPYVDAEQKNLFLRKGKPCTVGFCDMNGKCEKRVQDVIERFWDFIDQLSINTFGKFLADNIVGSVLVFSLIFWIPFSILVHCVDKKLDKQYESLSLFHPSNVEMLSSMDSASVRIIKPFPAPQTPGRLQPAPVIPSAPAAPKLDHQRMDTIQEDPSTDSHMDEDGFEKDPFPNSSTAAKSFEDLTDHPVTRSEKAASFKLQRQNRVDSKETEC
DAX1 inh-2 = blocks DAX1 repression of SF-1 activated StAR promoter. HEK293T StAR-luciferase reporter, SF-1/DAX-1 repression relief. inhibition, % at 6.8 µM. 1.1% of 370,000 active. AID 652010;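 active = inhibition above the mean over all tested compounds plus 3 SD, cut at about 3.6% in these data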;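 note: 0% = DAX-1 cells with DMSO and 100% = cells lacking DAX-1 with DMSO; higher inhibition means more luminescence from relief of DAX-1 repression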
PLCb3 inh = blocks human PLC-beta3 enzyme activity; Q01970; Purified PLC-beta3, fluorogenic substrate, fluorescence; inhibition, % at 12.2 µM; 0.18% of 370,000 active; in the data active = inhibition above about 11%;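 note: 0% = median of compound wells on plate and 100% = full blocker control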
FXN GAA850 act = increases GAA850 frataxin promoter reporter activity | HEK293 lucGAA850 FXN promoter luciferase reporter, 24 h; percent of 10 µM SAHA response | activation, % at 6 µM | 0.56% of 360,000 active;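 active = activation above the average of all compounds screened plus 3 SD, cutoff fixed separately per campaign, cut at about 7.5% in these data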;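 note: 0% = DMSO wells and 100% = 10 µM SAHA wells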
hgDAF12 agonist = activates the H. glycines DAF-12 receptor ligand-binding domain. AID 687014. activation, % at 6.8 µM. 1.8% of 370,000 active. HEK293 GAL4-hgDAF12 UAS-luciferase reporter, agonist luminescence; normalized to butyrate control;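 active = activation above a cutoff set at the mean of all screened compounds plus 3 SD, cut at about 10% in these data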;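 note: 0% = DMSO wells and 100% = sodium butyrate wells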
Starred values were filed as active, the others as inactive; . = no result given.

Compound	hgDAF12 agonist	PLCb3 inh	ssDAF12 agonist	PLCg1 inh	hcDAF12 agonist	DAX1 inh-1	FXN GAA850 act	DAX1 inh-2	sPLA2-III inh	ADAM17 inh	ADAM10 inh
CCCCn1c(N)c(N(CCOC)C(=O)COC(=O)COc2cc(C)c(Cl)cc2C(C)C)c(=O)[nH]c1=O	0.9	-5	-0.6	-1	-1.6	-0.1	0.3	1.2	-8	0	1
C/C(=N\Nc1nc2ccccc2s1)c1ccc2c(c1)OCO2	7.0	-9	0.3	-5	2.5	1.0	2.5	1.0	0	0	15
Cc1ccc(OCC(C)CN2CCC(C(O)(c3ccccc3)c3ccccc3)CC2)cc1 (configuration not stated)	2.1	0	-0.8	4	1.4	.	.	-1.3	-14	0	-2
CCN(CC)C(=O)C1CCCN(Cc2cccc(Oc3ccccc3)c2)C1 (configuration not stated)	-1.7	-3	-0.9	4	-2.1	-0.4	-2.6	-0.6	-7	3	1
COc1ccc2c(c1OC)C(=O)N1C2SC[C@H]1C(=O)NCCC(C)C (some centres not stated)	-2.5	-91	-1.3	-93	-0.8	-0.2	2.2	-0.3	-13	-23	-45
O=C(NCc1ccco1)C(c1ccccc1)N(C(=O)Cc1cccs1)c1ccccc1F (configuration not stated)	-3.5	-6	-1.7	-5	-3.5	-1.1	-3.6	-1.8	-15	1	3
NC(=O)c1ccccc1NC(=O)CSC1=NCCS1	-0.7	-5	0.1	-4	0.9	-0.5	1.0	1.4	5	-3	1
Cc1[nH]nc(SCC(=O)NCCc2ccccc2)c1[N+](=O)[O-]	-4.0	-4	-0.7	3	-0.2	0.7	2.3	0.4	-16	-2	3
Nc1[nH]c(C(=O)c2ccc(Br)cc2)c(-c2ccc(F)cc2)c1C(=O)NCCc1c[nH]c2ccccc12	1.6	-13	-0.4	-10	0.4	.	.	0.1	-42	-2	-7
Cc1cc(NC(=O)c2ccc3c(c2)C(=O)N(C)C3=O)no1	-0.9	5	-0.8	0	0.6	0.8	-1.6	0.2	5	-3	-2
O=C1CN(C(=O)Cn2ncc(Cl)c(Cl)c2=O)c2ccccc2N1	4.3	-5	-0.8	1	0.1	0.2	1.9	-0.5	-2	-2	-13
ON=C1c2ccccc2-c2ccc(Br)cc21	4.9	1	-1.1	3	-1.6	-0.3	0.9	-0.4	-42	8	26*
CC(C)CNc1nc(N)c([N+](=O)[O-])c(NCc2ccccc2)n1	-5.4	4	-1.7	2	-3.4	0.3	5.5	-0.7	7	-4	13
CN1CCc2c(n(CC(O)CNCc3ccccc3)c3ccccc23)C1=O (configuration not stated)	-5.2	-7	-1.1	-5	-1.9	3.8	-4.3	-0.7	-2	-28	-94
O=C(NCc1ccccc1F)C1CCC(=O)N(Cc2ccc(Cl)cc2)C1 (configuration not stated)	-0.1	-12	-1.2	-1	1.0	-0.3	2.1	-0.4	1	-2	-1

Compound profiles, from the list above.
CN1CCc2c(n(CC(O)CNCc3ccccc3)c3ccccc23)C1=O (configuration not stated) as listed: hgDAF12 agonist = -5.2; PLCb3 inh = -7; ssDAF12 agonist = -1.1; PLCg1 inh = -5; hcDAF12 agonist = -1.9; DAX1 inh-1 = 3.8; FXN GAA850 act = -4.3; DAX1 inh-2 = -0.7; sPLA2-III inh = -2; ADAM17 inh = -28; ADAM10 inh = -94
CCN(CC)C(=O)C1CCCN(Cc2cccc(Oc3ccccc3)c2)C1 (configuration not stated) as listed: hgDAF12 agonist = -1.7; PLCb3 inh = -3; ssDAF12 agonist = -0.9; PLCg1 inh = 4; hcDAF12 agonist = -2.1; DAX1 inh-1 = -0.4; FXN GAA850 act = -2.6; DAX1 inh-2 = -0.6; sPLA2-III inh = -7; ADAM17 inh = 3; ADAM10 inh = 1

(further entries)
Compound	hgDAF12 agonist	PLCb3 inh	ssDAF12 agonist	PLCg1 inh	hcDAF12 agonist	DAX1 inh-1	FXN GAA850 act	DAX1 inh-2	sPLA2-III inh	ADAM17 inh	ADAM10 inh
Nn1c(SCc2ccc(Br)cc2)nnc1-c1cccnc1	0.3	-1	-1.1	0	2.4	-0.6	0.8	-0.3	-7	0	0
O=C(CCc1nc2ccccc2c(=O)[nH]1)OCC(=O)N1CCN(S(=O)(=O)c2ccccc2)CC1	-2.4	2	-0.9	9	-0.1	1.4	-0.7	0.6	6	-1	1
O=[N+]([O-])c1ccc(Cl)c(S(=O)(=O)/N=C(/Nc2cccnc2)c2ccccc2)c1	2.1	-4	0.5	-1	1.0	0.3	1.9	-1.8	-11	-36	5
Cc1cc(OCC(=O)Nc2cnn(CCCC(=O)O)c2)ccc1[N+](=O)[O-]	-3.6	2	-1.1	0	0.0	1.9	1.1	-0.1	0	1	-7
CCc1nc2ccc(C(=O)Nc3ccc4c(c3)OCC(=O)N4)cn2c1N(CC)CCOC	0.2	-11	-1.2	-1	-3.2	.	1.1	-0.9	7	-1	-1
CSc1ccccc1NC(=O)Cc1ccccc1[N+](=O)[O-]	2.4	-2	0.5	4	3.1	1.6	3.2	-0.9	1	1	0
O=C(CN(c1ccccc1)S(=O)(=O)c1ccc(F)cc1)NCc1cccs1	-2.5	-3	-0.9	-4	-0.1	0.4	-0.7	0.8	-3	-4	-6
Cc1ccnc(NC(=O)CCC(=O)N(CC(=O)NC2CCCCC2)CC2CCCO2)c1 (configuration not stated)	-0.7	-1	-1.4	-1	-0.9	0.8	1.1	-0.4	10	-5	7
CC(C)(C)n1nc2c(c1NC(=O)c1ccc([N+](=O)[O-])cc1)CS(=O)(=O)C2	-0.7	-7	-0.9	1	-0.8	-0.6	-1.6	0.5	-1	-2	0
CN(CC(=O)NC1CCCCC1)S(=O)(=O)c1ccc(Br)s1	-1.1	3	-0.7	10*	-1.5	1.4	-1.5	0.2	-2	5	5
Cc1cc(C)n(-c2cc(N3CCN(C(=O)c4ccccc4C)CC3)ccc2[N+](=O)[O-])n1	-3.0	-8	-1.2	-2	-2.2	-0.8	0.2	-1.0	-6	0	1
CCOc1cc(N2CCOCC2)c(OCC)cc1NCC(=O)N1CCN(Cc2ccccc2)CC1	-1.0	-4	-1.3	7	-1.6	-2.9	1.9	-0.8	4	-1	1
Cc1ccc2c(NC(=O)c3ccc(Br)o3)cccc2n1	-1.6	-15	-0.8	-4	-0.8	0.9	2.2	0.6	-1	-4	1
COc1ccc(OC)c(CN(CC(C)C)S(=O)(=O)c2ccccc2Br)c1	-0.8	1	-1.8	1	-1.7	.	.	-3.1	-9	3	11
COc1cccc2c1CCC1=CC(=O)CCC12C (configuration not stated)	-2.7	-20	-0.1	-11	0.3	-0.5	0.8	-0.1	13	-2	-15

Three structures already listed, ordered by count of non-hydrogen atoms, rising:
Compound	hgDAF12 agonist	PLCb3 inh	ssDAF12 agonist	PLCg1 inh	hcDAF12 agonist	DAX1 inh-1	FXN GAA850 act	DAX1 inh-2	sPLA2-III inh	ADAM17 inh	ADAM10 inh
COc1ccc(OC)c(CN(CC(C)C)S(=O)(=O)c2ccccc2Br)c1	-0.8	1	-1.8	1	-1.7	.	.	-3.1	-9	3	11
O=[N+]([O-])c1ccc(Cl)c(S(=O)(=O)/N=C(/Nc2cccnc2)c2ccccc2)c1	2.1	-4	0.5	-1	1.0	0.3	1.9	-1.8	-11	-36	5
Cc1cc(C)n(-c2cc(N3CCN(C(=O)c4ccccc4C)CC3)ccc2[N+](=O)[O-])n1	-3.0	-8	-1.2	-2	-2.2	-0.8	0.2	-1.0	-6	0	1

Following part
Compound	hgDAF12 agonist	PLCb3 inh	ssDAF12 agonist	PLCg1 inh	hcDAF12 agonist	DAX1 inh-1	FXN GAA850 act	DAX1 inh-2	sPLA2-III inh	ADAM17 inh	ADAM10 inh
CC(=O)Nc1ccc(S(=O)(=O)NCCC(=O)OCC(=O)NNC(=O)c2ccccc2)cc1	1.0	-9	-0.9	-1	0.3	1.9	0.7	0.2	6	3	-18
CC12CCC(=O)N1C(C(=O)NCCc1ccccc1)CS2 (configuration not stated)	2.7	-7	-0.7	1	0.0	1.2	-0.6	1.2	-1	-2	1
Cc1noc(C)c1NC(=O)Nc1ccc2c(c1)C(=O)N([C@H](C)CO)C[C@H](C)[C@H](CN(C)Cc1ccncc1)OCCCC[C@@H](C)O2	2.0	-4	0.1	-2	-0.4	.	.	0.0	-8	-4	0
O=C(NC1CCc2ccccc21)c1cc(COc2c(F)cccc2F)on1 (configuration not stated)	1.8	1	0.0	-2	4.0	0.2	-0.2	-0.5	0	-3	13
COc1ccc2oc(C(=O)OCC(=O)NC(=O)c3ccccc3)c(C)c2c1	-1.0	-52	0.1	-31	2.9	0.2	3.1	0.8	3	-39	-116
CC(C)CN(C(=O)COC(=O)c1ccccn1)c1c(N)n(Cc2ccccc2)c(=O)[nH]c1=O	0.1	-1	-0.4	3	-0.3	0.3	-0.2	0.0	-3	-1	0
Cc1c(NS(=O)(=O)c2cc(C(=O)NCc3cccnc3)ccc2Cl)c(=O)n(-c2ccccc2)n1C	-0.7	1	-0.7	1	-1.7	0.6	1.5	-0.5	1	-1	-10
O=C(NCc1ccco1)c1cc2cc(Br)ccc2o1	3.9	-8	-0.7	6	0.5	-0.6	-0.1	0.9	-9	-4	-4
CCCc1ccc2oc(C(=O)N3CCC(C(N)=O)(N4CCCCC4)CC3)c(C)c2c1	0.3	-4	-1.0	0	0.5	0.3	1.7	-0.3	-1	0	1
COc1ccc2nc(NC(=O)C3CCCO3)sc2c1 (configuration not stated)	15*	2	0.3	5	4.1	4.3*	0.0	5.8*	0	4	1
Cc1cccc(-n2ncc3c2CCCC3NC(=O)c2ccc[n+]([O-])c2)c1C (configuration not stated)	-4.8	-3	-1.7	1	-1.1	-1.1	1.2	-4.1	0	1	0
CC1(C(=O)NS(=O)(=O)c2cccc(F)c2)CCN1C(=O)c1ccccc1 (configuration not stated)	-3.2	1	-1.4	0	-0.5	.	-0.6	1.1	11	-2	-5
CCC(CC)c1nc(C#N)c(NC(C)c2ccccc2)o1 (configuration not stated)	1.2	1	-1.1	0	-0.7	0.5	0.0	0.2	-3	-1	-2

High-throughput results (PubChem BioAssay)
